# Compound activity from PubChem.
# AmpC inh detg: qHTS Inhibitors of AmpC Beta-Lactamase (assay with detergent). P00811. AmpC hydrolysis of nitrocefin, absorbance 480 nm, 0.01% Triton. Potency, µM (top dose mostly 114 µM), for the others: at the highest dose activity change, negative = inhibition, hits mostly inhibitors. 370,000 compounds, 0.041% hits. AID 485294, 2010;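 also: potency is read from the fitted curve at half-maximal effect; 0% = no-compound wells and -100% = no-enzyme wells; nearly all actives have a fitted effect of over 25% in size; some results filed as inactive show a strong effect at the top dose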
# Target sequence (P00811 whole entry, looked up): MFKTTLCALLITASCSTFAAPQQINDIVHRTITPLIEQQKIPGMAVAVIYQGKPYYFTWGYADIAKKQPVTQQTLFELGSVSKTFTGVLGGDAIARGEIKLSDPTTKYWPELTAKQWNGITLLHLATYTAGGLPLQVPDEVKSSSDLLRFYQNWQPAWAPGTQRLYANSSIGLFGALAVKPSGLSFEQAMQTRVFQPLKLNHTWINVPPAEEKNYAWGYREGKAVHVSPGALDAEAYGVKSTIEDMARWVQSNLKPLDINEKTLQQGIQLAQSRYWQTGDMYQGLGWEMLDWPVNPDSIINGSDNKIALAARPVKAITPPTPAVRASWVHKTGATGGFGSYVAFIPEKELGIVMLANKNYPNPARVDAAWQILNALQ
#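 20 mM phosphate pH 7.0 + 0.01% (detergent screen) or 0.0001% Triton X-100; 5.3 nM AmpC reagent; cpd preinc 15 min RT; nitrocefin (800 uM stock) to start; A480 q20 s × 4 min; Activity was normalised to no-enzyme and no-compound control wells.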
# Sm TGR inh: qHTS Assay for the Inhibitors of Schistosoma Mansoni Peroxiredoxins; Schistosoma mansoni thioredoxin glutathione reductase (TGR), Q962Y6; purified TGR, DTNB reduction, TNB absorbance 405 nm; Potency, µM (series often up to 114 µM), without a hit: at the highest dose activity change, negative = inhibition, actives largely listed as inhibitors; 360,000 compounds, 3% hits; AID 485364, 2010; also: potency is read from the fitted curve at half-maximal effect; nearly all actives have a fitted effect of over 60% in size
#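 First, TGR (20 nM dispensed) and NADPH were mixed with compound. Second, a 15 min room-temperature incubation followed. Third, further NADPH and then DTNB were added to start the reaction. Finally, TNB absorbance was monitored kinetically.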
# HCV inh: qHTS Assay for Inhibitors of Hepatitis C Virus (HCV); Huh7.5.1 HCVcc-Cre infection, luciferase reporter, 44 h; 340,000 compounds, 3.4% hits; Potency, µM (highest dose often 41.8 µM), for the others: at the highest dose activity change, negative = inhibition, usual class: inhibitors; also: potency is read from the fitted curve at half-maximal effect
#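 Compounds are dispensed onto cells plated 4 h earlier at 1,000 per well, with HCVcc-Cre virus (about 0.5 moi) added next. Following 44 h of culture, luminescent signal is measured for 15 sec after 15 min with substrate at room temperature.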
# HCMV inh: qHTS Assay for inhibitors of the human cytomegalovirus (HCMV) | activity change, negative = inhibition, % at 57.5 µM | 410,000 compounds, 4.5% hits | HFF cells, HCMV-luciferase reporter, 72 h; active compounds read low; in the data active = activity change below about -60%; inconclusive = no clear call, values can overlap the other calls; inactive = above about -39%
#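 HFF cells seeded 16 h at 37C, treated with compounds, infected with luciferase-reporter HCMV at MOI 1 PFU/cell; luciferase read at 72 h post infection, normalized to buffer-only and Salinomycin controls.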
# FBPA Giardia inh: qHTS Assay for Inhibitors of Fructose-1,6-bisphosphate Aldolase from Giardia Lamblia; A8B2U2; purified Giardia FBPA; Potency, µM (titrated, usually from 59.6 µM), without a hit: top-dose activity, negative = inhibition, hits mostly inhibitors; 290,000 compounds, 0.71% hits; also: potency is read from the fitted curve at half-maximal effect; nearly all actives have a fitted effect of over 55% in size
# Target sequence (A8B2U2 whole entry, looked up): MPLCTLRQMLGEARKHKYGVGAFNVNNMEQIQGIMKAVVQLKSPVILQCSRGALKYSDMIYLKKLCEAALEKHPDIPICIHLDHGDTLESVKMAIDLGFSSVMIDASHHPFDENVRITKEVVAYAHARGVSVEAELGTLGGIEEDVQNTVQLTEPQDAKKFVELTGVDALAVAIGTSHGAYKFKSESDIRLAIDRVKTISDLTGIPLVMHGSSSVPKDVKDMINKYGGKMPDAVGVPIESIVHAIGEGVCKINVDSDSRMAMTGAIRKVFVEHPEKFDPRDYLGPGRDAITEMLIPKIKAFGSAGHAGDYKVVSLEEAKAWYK
#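 Giardia FBPA (40 nM reagent) was preincubated 10 min at RT with compound (up to 57.5 uM final), then substrate plus GAPDH/TPI/NAD/arsenate coupling system with diaphorase/resazurin was added; resorufin fluorescence (525/598 nm) was read after 20 min.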
# AMA1-RON2 inh: qHTS for Inhibitors of AMA1-RON; Towards Development of Antimalarial Drug Lead: Primary Screen; Plasmodium falciparum AMA1 (3D7) - RON2 peptide interaction; AlphaScreen AMA1-biotinylated RON2 peptide binding; Potency, µM (series often up to 58.2 µM), for inactives: top-dose activity change, negative = inhibition, actives largely listed as inhibitors; 360,000 compounds, 0.2% hits; AID 720542, 2013;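 also: potency is read from the fitted curve at half-maximal effect; 0% = vehicle wells and -100% = peptide control; nearly all actives have a fitted effect of over 45% in size; some results filed as inactive show a strong effect at the top dose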
#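 AMA1 (3D7) with his tag at 25 nM final met compounds first, then biotinylated RON2 peptide at 25 nM; detection used donor plus acceptor beads, 10 µg/mL apiece, read by AlphaScreen after 30 min at room temperature.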
# Active calls of the source: *; ? = inconclusive; / = no result given; & = joins results of further samples; [ ] = remark or other dose. Unless noted, calls follow the shape of the dose curve; as a rule, active = well fitted curve in the direction sought with a large enough effect; inconclusive = small, poorly fitted or top-dose-only effect, or another doubt; inactive = no such curve, though single readings can be large; an effect the other way counts as inactive or inconclusive. Unless noted, % is scaled to controls: 0 for no effect and ±100 for the full control effect.
SMILES,AmpC inh detg,Sm TGR inh,HCV inh,HCMV inh,FBPA Giardia inh,AMA1-RON2 inh
Cc1ccc(S(=O)(=O)N2CCN(C(=O)Cn3nc(C(=O)O)c4ccccc4c3=O)CC2)cc1,-2%,3%,4%,38,1%,6%
CCOc1cc(C(=O)NC(C)CC)cc(OCC)c1OCC (stereo not given),-14%,1%,5%,-5,9%,-3%
CSc1nc2nc3c(cn2n1)C(=O)CC(c1ccccc1)C3 (stereo not given),-15%,1%,15%,-22,0%,1%
COc1cccc(CNC(=O)c2c[nH]n3c(=O)c(Cl)c(C)nc23)c1,?,-3%,1%,-23,-21%,-12%
CCOC(=O)N1CCC(N2Cc3cccc(C(=O)Nc4cc(F)ccc4F)c3C2=O)CC1,?,0%,-8%,16,-3%,0%
O=C(Nc1ccc2c(c1)OCO2)N1CCN(c2cccc(C(F)(F)F)c2)CC1,-10%,2%,?,-21,-6%,-8%
COC(=O)c1sccc1NC(=O)CC1C(=O)NCCN1C(=O)c1ccc(F)cc1 (stereo not given),-10%,0%,15%,-34,1%,-4%
COc1ccc(/C=N/OC/C(O)=C(\C#N)c2nc3ccccc3[nH]2)cc1OC,1%,1%,1%,12,9%,36%[activator][2.32 µM]
COc1ccc(CNC(=O)CCNS(=O)(=O)c2ccc(NC(C)=O)cc2)cc1OC,-3%,-6%,5%,37,/,-3%
COc1cccc(/C=N/NC(=O)Cn2cnc3c2c(=O)n(C)c(=O)n3C)c1OC,1%,2%,3%,19,5%,-2%
COc1ccc(C(C(=O)NCc2ccccc2)N(C(=O)c2snc(C(N)=O)c2N)c2ccccc2OC)cc1OC (stereo not given),-1%,-8%,1%,-75*,14%,-8%
Cc1c(-c2ccccc2)oc2c(C(=O)N3CCN(c4ccccc4F)CC3)cccc2c1=O,-19%,-5%,1%,-30,5%,1%
CCOC(=O)Nc1ccc2c(c1)Nc1ccccc1S2,-5%,-23%,?,-4,-11%,?
Cc1nn(-c2cc(C)c3ccccc3n2)c2c1CCC2,4%,0%,?,26,-2%,-3%
CCN(CCc1ccccc1)c1ccc2c(c1)C1CC2CCN1C(=O)OCc1ccccc1 (stereo not given),/,/,-3%,-5,/,?

# Complete entries from above.
# CSc1nc2nc3c(cn2n1)C(=O)CC(c1ccccc1)C3 (stereo not given) is listed with AmpC inh detg = -15%; Sm TGR inh = 1%; HCV inh = 15%; HCMV inh = -22; FBPA Giardia inh = 0%; AMA1-RON2 inh = 1%
# Cc1c(-c2ccccc2)oc2c(C(=O)N3CCN(c4ccccc4F)CC3)cccc2c1=O is listed with AmpC inh detg = -19%; Sm TGR inh = -5%; HCV inh = 1%; HCMV inh = -30; FBPA Giardia inh = 5%; AMA1-RON2 inh = 1%

# Later entries:
SMILES,AmpC inh detg,Sm TGR inh,HCV inh,HCMV inh,FBPA Giardia inh,AMA1-RON2 inh
CC1CN(C(=O)COC(=O)c2cc([N+](=O)[O-])ccc2Cl)CC(C)O1 (stereo not given),-4%,-10%,10%,75,6%,-12%
Cc1ccc2c(c1)COc1c3ccc(C(=O)NCC4CC4)cc3nn1-2,1%,3%,?,34,7%,-5%
O=C(Nc1nonc1-c1ccc(F)cc1)c1ccco1,?,-4%,16%,?,-1%,0%
CCOc1cccc(OCCOCCn2cnc3ccccc3c2=O)c1,3%,5%,-3%,10,4%,3%
CCOc1ccc(C(=O)N2CCC3(CC2)NCCc2[nH]cnc23)cc1OCC,-1%,-1%,21%,-3,-24%,12%
CN(C)S(=O)(=O)c1cccc(C(=O)N2CCN(C(=O)C3CCCO3)CC2)c1 (stereo not given),/,/,8%,51,/,-2%
COC(=O)c1c(C)[nH]c(C)c1-c1ccccc1,?,-29%,-7%,?,-4%,-9%
CCCOc1ccc2c(=O)c(N3C(=O)c4ccccc4C3=O)c(C)oc2c1,0%,-18%,10%,-27,2%,-7%
COc1ccc(C(=O)Nc2cccc(OCc3cc(=O)n4c5c(sc4n3)CCCC5)c2)cc1,0%,-1%,/,-2,/,/
COc1ccc(/C=N/OCc2ccc(Br)cc2)c(OC)c1,-8%,6%,-5%,27,5%,36%[activator]
COc1ccc2nccc(C(N)=O)c2c1,3%,9%,-7%,-9,2%,5%
CCCCN(C)C(=O)Cn1c(C2CC(=O)N(c3ccc(C)cc3)C2)nc2ccccc21 (stereo not given),12%,5%,/,-5,/,/
CCOC(=O)N1CCC(NS(=O)(=O)c2ccc3c(c2)C(C)(C)C(=O)N3C)CC1,-14%,-17%,-3%,63,0%,2%
OC(CN1CCN(c2ccccc2)CC1)c1c[nH]c2ccccc12 (stereo not given),-10%,-6%,-5%,-24,0%,-13%
O=C(CN1C(=O)C2CC=CCC2C1=O)NCC1COc2ccccc2O1 (stereo not given),-22%,-13%,2%,-30,-11%,4%

# Shown with two lines to a compound: entries from further up.
# Values run as follows: AmpC inh detg, Sm TGR inh, HCV inh, HCMV inh, FBPA Giardia inh, AMA1-RON2 inh
CCCOc1ccc2c(=O)c(N3C(=O)c4ccccc4C3=O)c(C)oc2c1
    0%, -18%, 10%, -27, 2%, -7%
COC(=O)c1c(C)[nH]c(C)c1-c1ccccc1
    ?, -29%, -7%, ?, -4%, -9%
CCOc1ccc(C(=O)N2CCC3(CC2)NCCc2[nH]cnc23)cc1OCC
    -1%, -1%, 21%, -3, -24%, 12%

# Further records follow:
SMILES,AmpC inh detg,Sm TGR inh,HCV inh,HCMV inh,FBPA Giardia inh,AMA1-RON2 inh
CC(C)CNc1c(N)c(=O)oc2ccccc12,-2%,-1%,-2%,24,-16%,9%
CC(C)c1ccccc1OS(N)(=O)=O,?,-22%,20%,-12,3%,8%
O=C(Nc1ccc(S(=O)(=O)N2CCCCC2)cc1)C1CCCCC1,-3%,14%,-15%,-2,10%,11%
Cc1cccn2c(=O)c3cc(C#N)c(=N)n(CCCN4CCOCC4)c3nc12,/,/,-18%,-38,/,0%
O=C(COC(=O)c1cccc2c1C(=O)c1ccccc1C2=O)NC1CCCCC1,1%,-19%,?,?,-25%,-24%
CC(=O)Nc1nc(NC(=O)/C=C/c2ccccc2)n(-c2ccccc2)n1,0%,1%,?,-36,30%,59%[activator]
C=CCNC(=S)NNC(=O)c1ccccc1,?,1%,14%,10,-21%,80%[activator]
O=C1N=c2ccc(Br)cc2=C1c1sc(=S)n(NS(=O)(=O)c2ccccc2)c1O,3%,11µM*,-1%,71,-14%,20%
COc1ccccc1OCc1ccc(C(=O)NCc2cccnc2)o1,-13%,18%,-4%,52,5%,-8%
CN(CC(=O)NCC(=O)Nc1ccc(F)cc1)C1CCS(=O)(=O)C1 (stereo not given),6%,-5%,0%,0,/,-4%
O=C(Cc1ccccc1)Nc1cc2c(cc1Cl)OCCCO2,0%,-32%,-1%,18,1%,0%
Cc1cc(C(=O)NCc2ccc(S(N)(=O)=O)cc2)c(C)o1,-9%,45%[activator],11%,-2,2%,6%
COc1cc(Cn2c(=O)sc3ccccc32)ccc1OCCC(C)C,1%,-2%,/,16,/,/
Cc1cc[n+](CC(=O)N2CCCc3ccccc32)cc1,9%,4%,4%,5,-3%,4%
CCOC(=O)c1nnn(-c2nonc2-n2cccc2)c1-c1cccc([N+](=O)[O-])c1,6%,-1%,20%,17,0%,-20%
O=S(=O)(c1ccc(Br)s1)N1CCN(c2ccnc3cc(Cl)ccc23)CC1,-4%,-2%,?,-72*,2%,-17%
CCOC(=O)c1c(CSc2ccc(C)cc2)oc2ccc(O)cc12,-7%,-5%,14%,-37,-1%,1%[11.6 µM]
COc1ccc(CC(=O)Nc2nc(-c3cccnc3)cs2)cc1,-10%,-2%,-28%,-11,4%,6%
CC(C)Oc1ccccc1OCCN(C)C,-1%,-9%,13%,-18,?,-2%
CC1=C(C(N)=O)C(c2cccnc2)n2nc(-c3cccc(Cl)c3)nc2N1 (stereo not given),4%,-6%,19%,45,-1%,-3%
Cc1cc(NC(=O)CCNS(=O)(=O)c2cc(Br)cnc2N)ccc1Br,?,4%,-8%,5,1%,0%
CC(C)c1ccc(NC(=O)c2ccc(NC(=O)CCS(=O)(=O)c3cccs3)cc2)cc1,0%,-8%,/,6,/,/
Cc1cc(C(=O)OCC(=O)c2ccc(Br)s2)c(C)o1,?,?,/,/,-5%,/
CCC12CN3CCN(CC(C3)/C1=N\NC(=O)c1ccc(C(C)(C)C)cc1)C2,-12%,0%,?,26,4%,0%
COc1ccc(S(=O)(=O)N(C)CC(=O)NCCC2=CCCCC2)cc1,?,19%,-5%,28,-1%,-5%
CC(C)OC(=O)/C(=C\c1cccc2ccccc12)NC(=O)c1ccccc1,?,-12%,-28%,12,-1%,1%
CC(C)C(=O)NC(=S)Nc1ccccc1C(=O)Nc1ccccc1,?,-1%,19%,-15,-12%,35%[activator]
CC(C)CNC(=O)c1ccccc1NC(=O)Nc1ccccc1,4%,2%,-27%,-7,4%,-3%
CC1CN(C(=O)CCC(=O)NCCCN2C(C)CCCC2C)c2ccccc2O1 (stereo not given),-8%,?,-15%,-13,-11%,8%
O=c1c2ccccc2nc2n1CCN2Cc1ccc(Cl)cc1,5%,-3%,?,-88*,-3%,-3%
Cn1c(=O)c2c(nc(NCC3CCCC(CN)C3)n2Cc2ccc(Cl)cc2Cl)n(C)c1=O (stereo not given),-2%,5%,11µM*,-99*,-2%,0%
Cn1nc(C(F)(F)F)c(-c2ccccc2)c1N,-7%,-11%,0%,?,0%,6%
COc1ccc(N2CC(C(=O)NCCS(=O)(=O)N3CCN(c4ccccc4)CC3)CC2=O)cc1 (stereo not given),0%&19%,9%&28%,6%,4&-24,-5%,-2%
CCCCN(C)C(=O)c1cn(-c2cccc(OC)c2)c(=O)c2ccccc12,-2%,16%,6%,-36,0%,4%
CNC(=O)CSc1nc(SC)ns1,-3%,0%,10%,25,0%,10%
CC(C)(C)NC(=O)C(c1ccncc1)N(C(=O)Cn1nnc(-c2ccc(F)cc2)n1)c1ccc(F)cc1 (stereo not given),1%,-13%[57.1 µM],5%,-34,2%,3%
COc1ccccc1C1C=C(c2ccc(Cl)cc2)Nc2nc(NS(C)(=O)=O)nn21 (stereo not given),0%,40µM*,16%,/,0%,/
COc1cc(/C=C2/C(=O)NN(c3ccc(Cl)cc3)C2=O)cc(OC)c1O,?,?,15%,3,?,-14%
CN(CCc1ccccn1)C(=O)c1cccnc1Oc1ccccc1,2%,8%,16%,-13,6%,-2%
C=CCN(C(=O)c1csnn1)C(C(=O)NC1CCCCC1)c1ccc(Cl)cc1 (stereo not given),-9%,-9%,-9%,37,4%,12%
COc1ccc(S(=O)(=O)N(CC(=O)NCCSc2ccc(C)cc2)c2ccc(C)cc2)cc1,9%,3%,/,-22,/,/
Cc1ccc(C(=O)NC(C)CCc2ccccc2)cc1S(=O)(=O)N1CCOCC1 (stereo not given),/,/,0%,0,/,-10%
CC1CN(c2ccc([N+](=O)[O-])c(NCCOc3ccccc3)c2)CC(C)N1 (stereo not given),0%,-2%,?,49,-8%,-18%
COC(=O)C(CC(C)C)NC(=O)/C=C/c1ccccc1Cl (stereo not given),-4%,-9%,11%,-34,3%,-2%
